TDP1 cell noCPT – qHTS for Inhibitors of human tyrosyl-DNA phosphodiesterase 1 (TDP1): qHTS in cells in absence of CPT; DT40 Tdp1-/- hTDP1 cells, no CPT, ATP luminescence, 48 h; Potency, µM (series often up to 46.2 µM), for inactives: top-dose activity change, negative = growth inhibition, actives largely listed as inhibitors; hit rate 15% among 420,000; further: nearly all actives have a fitted effect of over 55% in size
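Chicken DT40 Tdp1-/- cells stably complemented with human TDP1 were seeded at 400 cells/well with DMSO in place of 20 nM camptothecin. After compound pinning, cells grew at least 48 hr at 37 °C; viability read by CellTiter-Glo luminescence.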
TDP1 inh – qHTS Assay for Inhibitors of Tyrosyl-DNA Phosphodiesterase (TDP1); Potency, µM (series often up to 130 µM), for inactives: at the highest dose activity change, negative = inhibition, hits mostly inhibitors; recombinant TDP1, AlphaScreen DNA substrate cleavage; Tyrosyl-DNA phosphodiesterase 1 (Homo sapiens), Q9NUW8; hit rate 0.28% among 350,000; further: nearly all actives have a fitted effect of over 40% in size
Target sequence (Q9NUW8 whole entry, looked up): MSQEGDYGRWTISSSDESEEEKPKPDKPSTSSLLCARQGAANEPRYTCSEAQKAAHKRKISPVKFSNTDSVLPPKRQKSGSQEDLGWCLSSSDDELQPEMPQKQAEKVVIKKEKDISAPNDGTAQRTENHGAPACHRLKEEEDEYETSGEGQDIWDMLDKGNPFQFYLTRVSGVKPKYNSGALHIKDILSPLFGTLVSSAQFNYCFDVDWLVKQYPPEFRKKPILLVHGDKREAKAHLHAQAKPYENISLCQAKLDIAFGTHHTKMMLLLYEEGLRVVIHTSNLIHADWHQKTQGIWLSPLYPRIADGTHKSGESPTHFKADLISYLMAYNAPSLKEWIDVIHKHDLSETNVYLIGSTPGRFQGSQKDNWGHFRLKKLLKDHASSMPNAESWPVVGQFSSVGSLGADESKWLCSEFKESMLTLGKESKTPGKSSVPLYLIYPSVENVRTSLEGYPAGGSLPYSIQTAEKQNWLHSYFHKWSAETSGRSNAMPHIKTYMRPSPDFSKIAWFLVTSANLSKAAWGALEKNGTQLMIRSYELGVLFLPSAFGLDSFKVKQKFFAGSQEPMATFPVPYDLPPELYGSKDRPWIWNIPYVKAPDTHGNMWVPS
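E. coli-derived human Tdp1, 1 nM final. Cpd preinc 15 min RT; substrate 15 nM final, 5 min RT; AS bead mix 10 ug/ml final, 10 min RT. Signal loss = tyrosine-FITC cleavage. No-enzyme wells = max signal.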
TDP1 cell CPT – qHTS for Inhibitors of human tyrosyl-DNA phosphodiesterase 1 (TDP1): qHTS in cells in presence of CPT | hit rate 12% among 420,000 | chicken DT40 Tdp1-/-;hTDP1 cells + 20 nM CPT, ATP luminescence, 48 h | Potency, µM (top dose mostly 46.2 µM), for inactives: at the top dose activity change, negative = growth inhibition, most hits filed as inhibitors; further: nearly all actives have a fitted effect of over 55% in size
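Chicken DT40 Tdp1-/- cells complemented with human TDP1, 400 cells/well, exposed to compounds plus 20 nM camptothecin for at least 48 h at 37 C; viability read as ATP content by CellTiter-Glo luminescence.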
An asterisk follows results filed as active; u = inconclusive; x = not tested or not shown; [ ] = dose if it differs, or a comment. The call rests on the fitted dose curve; in most records, active means well fitted curve in the direction sought with a large enough effect; inconclusive means small, poorly fitted or top-dose-only effect, or another doubt; inactive means no such curve, though single readings can be large; an effect the other way counts as inactive or inconclusive. On the % scale 0 is the no-effect control and ±100 the full control effect; potency means the concentration at half of the fitted maximal effect. Compounds were not picked by outcome; 18% or so of the library scored in one or more.

SMILES	TDP1 cell noCPT	TDP1 inh	TDP1 cell CPT
CCC(=O)N1CCCC(C(=O)NCc2ccc(C(C)C)cc2)CC1 (stereo not given)	-7%	x	6%
COc1cccc(-c2cc3nc4c(c(NCC(C)(C)CN(C)C)n3n2)CCCC4)c1	u	6%	u
Cc1noc(C)c1CSc1ccc2ccccc2n1	-9%	-2%	-5%
CCC(C)(CCNC(=O)Cc1ccccc1)c1ccccc1OC (stereo not given)	u	x	23µM*
CSc1cccc(NC(=O)CC2Oc3ccccc3NC2=O)c1 (stereo not given)	-17%	x	3%
Nc1ccc([N+](=O)[O-])cc1C(=O)NNC(=O)c1ccco1	-5%	x	2%
Cc1ccc(C)c(N2CCN(CCCNC(=O)c3cnn(-c4cccc(Cl)c4)c3C3CCN(C(=O)OC(C)(C)C)CC3)CC2)c1	5.8µM*	5%	4.6µM*
O=C(CNC(=O)c1ccc(Br)cc1)NCC(=O)OCC(=O)c1ccccc1	-8%	3%	-12%
Cc1cc(NCCCn2ccnc2)n2ncc(-c3ccccc3)c2n1	0%	7%	u
COc1cc2c(cc1OC)C(COc1ccc(F)cc1)N(C(=O)c1ccccc1F)CC2 (stereo not given)	16µM*	8%	18µM*
CC(C)c1cccc(-c2csc(C(O)c3ccc(F)c(F)c3)n2)c1 (stereo not given)	u	x	u
Cn1nc(C(C)(C)C)cc1NC(=O)C1(C)CCN1C(=O)CC(c1ccccc1)c1ccccc1 (stereo not given)	18µM*	x	18µM*

In another format: entries from further up
Nc1ccc([N+](=O)[O-])cc1C(=O)NNC(=O)c1ccco1
  TDP1 cell noCPT = -5%
  TDP1 inh = x
  TDP1 cell CPT = 2%
Cc1cc(NCCCn2ccnc2)n2ncc(-c3ccccc3)c2n1
  TDP1 cell noCPT = 0%
  TDP1 inh = 7%
  TDP1 cell CPT = u
O=C(CNC(=O)c1ccc(Br)cc1)NCC(=O)OCC(=O)c1ccccc1
  TDP1 cell noCPT = -8%
  TDP1 inh = 3%
  TDP1 cell CPT = -12%
COc1cc2c(cc1OC)C(COc1ccc(F)cc1)N(C(=O)c1ccccc1F)CC2 (stereo not given)
  TDP1 cell noCPT = 16µM*
  TDP1 inh = 8%
  TDP1 cell CPT = 18µM*

Further results follow.
SMILES	TDP1 cell noCPT	TDP1 inh	TDP1 cell CPT
Cc1cc(=O)oc(C)c1C(=O)O	-7%	-7%	1%
O=C(COC(=O)Cc1c[nH]c2ccccc12)Nc1ccccc1C(F)(F)F	0%	0%	-19%
COc1ccc(C[C@H]2CN3C(=NC[C@@H]3C(C)C)N2CCNC(=O)CCC2CCCCC2)cc1	7.3µM*	1%	8.2µM*
O=C(NC(Cc1ccccc1)C(=O)NCCc1ccccn1)c1cccs1 (stereo not given)	-13%	x	-1%
Cc1c(Cl)cccc1NC(=S)NCCc1ccc(S(N)(=O)=O)cc1	-17%	-1%	-7%
O=C(Nc1ccccc1C(=O)Nc1ccccc1)c1ccccc1F	-21%	x	1%
CCN(CC(=O)Nc1ccccc1OC)C(=O)c1cc(-c2ccccc2)nn1-c1ccccc1	u	8%	21µM*
COC(=O)C1=C(N)OC2=C(C(=O)CC(C)(C)C2)C1c1ccccc1OC (stereo not given)	-10%	3%	2%
COc1ccc(CNc2oc(-c3cccc4ccccc34)nc2C#N)cc1	u	4%	u
Cc1ccccc1-c1ccc2ncnc(NCCN3CCOCC3)c2c1	7.3µM*	x	5.8µM*
CCOC(=O)C1CCN(C(=O)CCCOc2ccccc2)CC1	-4%	2%	0%
Clc1ccccc1CSc1ncccn1	-13%	1%	-4%
COc1ccc(NC(=O)CN(C)C(=O)Cc2coc3cc(C)c(C)cc23)cc1	2%	0%	-3%
O=C(CNC(=O)c1cccs1)Nc1ccc2c(c1)OCCO2	0%	x	-19%
N#Cc1ccc(-c2nc3ccc(Br)cn3c2Cc2cccc(Cl)c2)cc1	21µM*	x	u
COc1ccc(CCNC(=O)CC2SC(N)=NC2=O)cc1OC (stereo not given)	-29%	0%	u
COc1cccc(C(O)c2nc(-c3ccccc3C)cs2)c1 (stereo not given)	18µM*	x	u
O=C(Cn1c(=O)n(Cc2ccco2)c(=O)c2oc3ccccc3c21)Nc1ccc(F)cc1F	u	0%	u
CCC(c1nc2ccccc2[nH]1)n1c(=O)c(-c2cccnc2)nc2ccccc21 (stereo not given)	-27%	x	5%
O=C(Nc1ccc(-c2nc3ccccc3[nH]2)cc1)c1cccc(N2C(=O)CCC2=O)c1	12µM*	0%	u
CCCC(=O)Nc1ccccc1-c1nnc(SC)[nH]c1=O	-2%	1%	-1%
Cn1c(C(=O)N2CCN(c3ccc(Cl)cc3)CC2)cc2c(=O)[nH]c3ccccc3c21	21µM*	8%	u
COc1ccc(-c2csc(-c3cccs3)n2)c(OC)c1	-11%	-5%	-6%
COc1cc(C2NC(=O)NC(c3ccccc3)=C2C(C)=O)ccc1OCC#N (stereo not given)	-13%	1%	-1%
CCN1CCN(C(=O)c2ccc(C)c(S(=O)(=O)Nc3cccc(C)c3)c2)CC1	18%	1%	3%
O=C(/C=C/Nc1cccc(C(F)(F)F)c1)c1ccc(Oc2ncccn2)cc1	23µM*	4%	u
Cc1ccc(NC(=O)N2CCCCCC2)cc1	21%	1%	-5%
S=C1NC[C@H](c2ccccc2)N1CCCCC1CCCCC1	u	5%	u
O=C(Nc1ccc([N+](=O)[O-])cc1)c1cccc(S(=O)(=O)Nc2cccnc2)c1	4%	0%	-25%
COc1ccc(CCNC(=O)Cn2nnc(C(=O)Nc3ccc(Br)cc3)c2N)cc1OC	u	-12%	u
O=C(NCCS(=O)(=O)N1CCN(c2ccccc2)CC1)c1ccco1	-4%	x	0%
O=C(NCCc1nc2ccccc2[nH]1)/C(=C/c1ccco1)NC(=O)c1ccco1	-15%	-4%	0%
O=C(Cn1cc([N+](=O)[O-])cn1)NCc1ccc(-n2cccn2)cc1	-26%	3%	5%
Cc1ccc(-n2nc3c(N4CCC(C(=O)NC(C)C)CC4)nnc(C)c3c2C)cc1	-6%	6%	-16%
O=C(CCSc1nc(-c2ccco2)cc(C(F)(F)F)n1)NCC1CCCO1 (stereo not given)	u	0%	u
C=CCNC(=O)C(C#N)c1nc2ccccc2nc1N1CCN(Cc2ccccc2)CC1 (stereo not given)	-8%	7%	4%
CCOc1cc(/C=N/NC(=O)c2cccnc2)ccc1OCC(=O)N1CCOCC1	-17%	-3%	7%
COc1ccc(NC(=O)C(=O)NCCCO)cc1Cl	5%	-1%	8%
CC(=O)Nc1ccc(NC(=O)CCn2c(=S)oc3ccccc32)cc1	21%	1%	-10%
Cc1ccc2c(c1)cc1c(=O)n(CC(=O)NC3CCCCC3)nc(C)n12	-14%	6%	-10%
CCS(=O)(=O)Nc1ccc(C2=NN(C(=O)c3ccco3)C(c3ccc(C)cc3)C2)cc1 (stereo not given)	20µM*	6%	u
Cc1cc(C(=O)N2CCC(C(=O)O)CC2)c(C(F)(F)F)o1	6%	5%	7%
CCCOc1ccc(-c2csc3ncn(Cc4ccc(C(=O)O)cc4)c(=O)c23)cc1	-16%	3%	-6%
COc1cc(NC(=O)C2(C)CCN2C(C)C)cc(OC)c1OC (stereo not given)	3%	x	-1%
CCN1CCN(Cc2c(O)ccc3c(=O)c(Oc4ccccc4C(C)C)c(C(F)(F)F)oc23)CC1	-1%	x	-6%
Cn1nnnc1SCCCNCc1cccc(OCc2ccccc2)c1	u	-1%	u
CCN(CC)S(=O)(=O)c1cc(C(=O)Nc2ccccc2[N+](=O)[O-])ccc1Cl	16µM*	9%	u
Nc1ccc(SCC(=O)Nc2cccc([N+](=O)[O-])c2)cc1	-23%	3%	u
O=C(O)CSc1ccc(S(=O)(=O)N2CCCC2)cn1	4%	0%[56.1 µM]	6%
CC(=O)N1CCN(c2ccc(NC(=O)c3cccc(Cl)c3Cl)cc2)CC1	-21%	x	-20%
CCCN1C(=O)c2ccccc2NC1c1ccc(Cl)c(Cl)c1 (stereo not given)	u	x	u
CCN(CC(=O)NC(C)C)C(=O)c1ccc(Cl)cc1	-9%	-3%	-19%
Cc1ccc(OCC(=O)NCCCNC(=O)c2cccnc2)cc1C	-16%	1%	-11%
CC[C@H]1C=C[C@@H](C(C(=O)OC)C(=O)OC)CN1C(C)=O	-30%	x	u
CCOc1ccc(Nc2nc3c(c(=O)[nH]2)CCCC3)cc1	-21%	4%	-1%
Cc1cc(C)cc(NC(c2cccc(Cl)c2)c2nnc(-c3ccccc3)o2)c1 (stereo not given)	u	-2%[12.3 µM]	-27%
Cc1ccccc1Cn1c(SCc2ccc(C(=O)NCCc3ccccc3)cc2)nc2ccncc21	21µM*	5%	21µM*
CC(C)c1ccc(/C=c2\sc3nc(-c4ccncc4)nn3c2=O)cc1	12µM*	4%	u
CC(C)c1ccc(NC(=O)CSc2nc3ccccc3nc2Cc2ccccc2)cc1	-24%	3%	u
O=C(CCCSc1nc(-c2ccco2)cc(C(F)(F)F)n1)Nc1ccc2c(c1)OCO2	23µM*	-4%	u
Continued:
SMILES	TDP1 cell noCPT	TDP1 inh	TDP1 cell CPT
O=C(NC1CCCCC1)c1n[nH]c2c1CC(c1ccccc1)CC2 (stereo not given)	u	-2%	u
CCOC(=O)N1CCC(NC(=O)Cn2nc(-c3ccccc3)ccc2=O)CC1	-8%	7%	11%
Cc1cc2oc(=O)cc(CN3CCN(S(=O)(=O)c4cccs4)CC3)c2cc1C	u	0%	u
COc1ccc(NC(=O)CCCCC(=O)Nc2ccc(OC)cc2)cc1	16%	x	0%
COc1ccc(NC(=O)C(CC(C)C)NS(=O)(=O)c2ccc3c(c2)CCN3C(C)=O)cc1OC (stereo not given)	-10%	5%	-13%
Cc1nn2c(Nc3ccc(F)cc3)c3c(nc2c1-c1ccccc1)CCC3	-2%	0%	-18%
Cc1ccc(C)c(N2CCN(C(=O)CCc3nc(-c4ccccc4C)no3)CC2)c1	u	-5%[56.1 µM]	u
CC(C)(C)OC(=O)N1CCCC(C(=O)Nc2ccc(C(=O)NCCc3ccccc3)cc2)C1 (stereo not given)	u	x	u
CN(Cc1cc2ccccc2[nH]c1=O)C(=O)c1cccs1	-32%	-1%	5%
Cc1nccn1CCC1CCCCN1C(=O)CCc1nnc(-c2ccsc2)o1 (stereo not given)	-13%	3%	0%
COc1ccc(/C=N/OCC(=O)N(Cc2ccc(OC)cc2)c2ccccc2C(=O)O)cc1	-9%	6%	-1%
COc1ccc(CSc2nnc(-c3ccncc3)n2C)cc1F	5%	x	27%
O=C(CSc1ccc2nnc(-c3cccnc3)n2n1)Nc1ccc(F)cc1F	-1%	5%	10%
Cc1ccccc1Nc1nc(N)nc(CSc2nnc(C)n2C)n1	14%	-5%	-3%
O=C(Nc1cccnc1)C1CCN(S(=O)(=O)c2cccs2)CC1	-19%	-5%	-9%
COc1ccc(C(=O)/C=C/C(=O)N(Cc2ccccc2OC)C(C(=O)NC2CCCCC2)c2ccncc2)c(O)c1 (stereo not given)	21µM*	2%	u
Cc1ccc(C(=O)NCC(=O)N2CCN(c3ccccc3O)CC2)s1	2.9µM*	x	-3%
O=C(Nc1ccccc1F)c1nc(S(=O)(=O)Cc2ccccc2F)ncc1Cl	0.92µM*	-2%	1.3µM*
COc1cc(C(C)=O)ccc1OCC(O)CN1CCN(c2cc(C)cc(C)c2)CC1 (stereo not given)	16µM*	x	u
Nc1nonc1C(=O)NCCNC(=O)c1cccs1	2%	-2%	-5%
CCn1cc(C(=O)NCCCN2CCCCCC2)c(=O)c2cc(S(=O)(=O)N3CCc4ccccc4C3)ccc21	u	5%	u
CC1(C(=O)NS(=O)(=O)C2CC2)CCN(C(=O)c2ccc3c(c2)OCO3)C1 (stereo not given)	-2%	x	0%
CCN1C(=O)CC(C(=O)OC)=C1C	-8%	0%	-1%
COc1ccccc1NNC(=O)C(O)(c1ccccc1OC)c1ccccc1OC	23µM*	0%	18µM*

A portion of the results above:
SMILES	TDP1 cell noCPT	TDP1 inh	TDP1 cell CPT
O=C(Nc1ccccc1F)c1nc(S(=O)(=O)Cc2ccccc2F)ncc1Cl	0.92µM*	-2%	1.3µM*
COc1cc(C(C)=O)ccc1OCC(O)CN1CCN(c2cc(C)cc(C)c2)CC1 (stereo not given)	16µM*	x	u
Nc1nonc1C(=O)NCCNC(=O)c1cccs1	2%	-2%	-5%
CCn1cc(C(=O)NCCCN2CCCCCC2)c(=O)c2cc(S(=O)(=O)N3CCc4ccccc4C3)ccc21	u	5%	u
CC1(C(=O)NS(=O)(=O)C2CC2)CCN(C(=O)c2ccc3c(c2)OCO3)C1 (stereo not given)	-2%	x	0%
CCN1C(=O)CC(C(=O)OC)=C1C	-8%	0%	-1%
COc1ccccc1NNC(=O)C(O)(c1ccccc1OC)c1ccccc1OC	23µM*	0%	18µM*

From PubChem
